High-throughput results as filed in PubChem BioAssay.
PP1 counter – blocks human PP1-alpha phosphatase, a PP5 counter-screen; P62136; purified PP1alpha, OMFP fluorescence; inhibition, % at 6.7 µM; 320,000 tested, 0.9% active;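 active means inhibition above the mean inhibition of all tested compounds plus 3 SD, computed separately for each screening campaign, cut at about 15% in these data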
Target sequence (P62136 whole entry, looked up): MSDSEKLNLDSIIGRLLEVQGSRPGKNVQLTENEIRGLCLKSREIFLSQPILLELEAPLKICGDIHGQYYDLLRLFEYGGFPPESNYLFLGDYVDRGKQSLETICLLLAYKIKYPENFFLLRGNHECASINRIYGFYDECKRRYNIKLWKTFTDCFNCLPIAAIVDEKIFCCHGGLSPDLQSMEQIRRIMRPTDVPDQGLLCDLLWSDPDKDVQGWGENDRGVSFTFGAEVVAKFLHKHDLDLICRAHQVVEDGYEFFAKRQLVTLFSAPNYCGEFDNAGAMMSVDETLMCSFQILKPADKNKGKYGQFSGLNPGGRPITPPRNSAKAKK
GASC-1 inh – inhibitors of human GASC-1 (JMJD2C) demethylase | GST-JMJD2C(1-420) H3K9me3 demethylation, DELFIA europium | inhibition, % at 2.35 µM | 330,000 tested, 0.069% active;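 active means more than half of a compound's replicate wells show inhibition beyond 50%, single wells judged on their own value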;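 further: signal counts dimethyl H3K9 product captured on neutravidin plate; 0% = median of DMSO wells and 100% = 0.3 times that DMSO median; strong numbers were not always called active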
Target sequence (Q9H3R0 1-420 limits assumed): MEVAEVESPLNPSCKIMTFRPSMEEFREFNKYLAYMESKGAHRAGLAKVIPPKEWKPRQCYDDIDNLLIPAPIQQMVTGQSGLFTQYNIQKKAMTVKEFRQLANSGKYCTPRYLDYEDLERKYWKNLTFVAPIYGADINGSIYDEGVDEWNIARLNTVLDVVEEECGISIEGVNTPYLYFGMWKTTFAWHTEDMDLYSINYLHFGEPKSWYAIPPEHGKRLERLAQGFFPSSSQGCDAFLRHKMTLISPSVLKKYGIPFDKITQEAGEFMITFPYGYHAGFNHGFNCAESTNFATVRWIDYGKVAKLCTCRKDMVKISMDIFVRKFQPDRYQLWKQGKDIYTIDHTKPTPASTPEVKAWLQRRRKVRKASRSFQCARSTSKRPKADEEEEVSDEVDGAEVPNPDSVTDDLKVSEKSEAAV
core dimer inh – blocks dimerization of HCV core protein; inhibition, % at 5 µM; AID 1899; 300,000 tested, 0.33% active; TR-FRET GST/Flag-core106 dimerization, 1536-well;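 active means inhibition above the mean of all tested compounds plus 3 SD, set per screening campaign, cut at about 45% in these data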
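test system = GST/Flag-tagged HCV core106 proteins | probe or stimulus = Eu donor and XL665 acceptor anti-tag antibodies | times = compound-protein-antibody incubation 4 h at 22.5 °C | signal = TR-FRET, excitation 340 nm, emission 617 and 671 nm | measure = percent inhibition of core106 dimerization signal | controls = wells lacking GST-core106 and wells with excess unlabelled core106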
TPT1 inhibitor – inhibitors of Candida albicans tRNA 2'-phosphotransferase TPT1. recombinant caTPT1, FP RNA substrate dephosphorylation. AID 1962. 300,000 tested, 0.81% active. inhibition, % at 5 µM;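 active means inhibition above the mean of all tested compounds plus 3 SD, set per screening campaign, cut at about 24% in these data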;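 further: plate controls were DMSO alone for no effect and ferristatin control at 100 nM for full effect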
Efflux pump inh – inhibitors of Candida antifungal efflux pumps expressed in yeast; S. cerevisiae Candida pump triplex, Nile Red efflux; 330,000 tested, 0.44% active; inhibition, % at 10 µM;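 active means plate passing quality check with inhibition over a set limit, or well fluorescence over plate mean plus 4 SD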;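 further: Nile Red retained in pooled yeast measured as flow cytometry median fluorescence; 0% = buffer negative control and 100% = Enniatin B positive control; higher means more Nile Red kept so more efflux inhibition; some compounds called inactive have numbers as strong as hits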
LYPLA2 counter – LYPLA2 (human) inhibition in PME1 counter-screen | AID 2177 | recombinant LYPLA2, FP-Rh probe fluorescence polarization | inhibition, % at 5.9 µM | 320,000 tested, 0.38% active;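 active means inhibition above the screen-wide mean plus 3 SD, limit set per campaign, cut at about 26% in these data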;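 further: 0% = LYPLA2 with DMSO and 100% = wells lacking LYPLA2 enzyme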
Target sequence (O95372 whole entry, looked up): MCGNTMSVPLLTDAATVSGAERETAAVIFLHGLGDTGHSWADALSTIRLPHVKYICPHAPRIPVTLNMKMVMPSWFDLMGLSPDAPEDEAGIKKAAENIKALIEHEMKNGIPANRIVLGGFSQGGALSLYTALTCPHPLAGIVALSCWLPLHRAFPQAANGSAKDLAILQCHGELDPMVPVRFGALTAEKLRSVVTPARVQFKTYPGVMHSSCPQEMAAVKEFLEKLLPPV
PP5 primary – inhibitors of human protein phosphatase 5 (PP5) | purified PP5c, OMFP substrate fluorescence | 320,000 tested, 0.18% active | inhibition, % at 6.7 µM | P53041;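 active means inhibition above the campaign's mean inhibition across all tested compounds plus 3 SD, cut at about 9.5% in these data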;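 further: 0% = DMSO only and 100% = 100 µM cantharidin control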
Fh CTSL1 inh – blocks F. hepatica cathepsin L1 in PFM18AAP counter-screen; recombinant F. hepatica cathepsin L1, Z-Leu-Arg-MCA fluorescence; inhibition, % at 5.96 µM; 300,000 tested, 0.49% active;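 active means inhibition above the mean of all tested compounds plus 3 SD, set per screening campaign, cut at about 17% in these data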;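 further: 0% = plate median of test compound wells and 100% = 1 µM Z-Phe-Ala-diazomethylketone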
PREPL inh – inhibitors of human prolyl oligopeptidase-like enzyme PREPL; 320,000 tested, 0.68% active; AID 2751; recombinant PREPL, fluorescence polarization activity-based probe; inhibition, % at 5.96 µM; Q4J6C6; in the data active means inhibition above about 43%;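 further: 0% = enzyme with DMSO and 100% = wells lacking enzyme; many of its hits are not listed in these tables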
* hit, by the source's call; x = no result given. The list is partial (hit frequency here may not be typical).

The first 4 records, ahead of the listing:
SMILES	PP1 counter	GASC-1 inh	core dimer inh	TPT1 inhibitor	Efflux pump inh	LYPLA2 counter	PP5 primary	Fh CTSL1 inh	PREPL inh
COc1ccc(/C=N/NC(=O)c2ccccc2Cl)cc1CSc1nc2ccccc2s1	2	-7	8	-1	0.1	-15	2.0	-1	-22
CCCNC(=O)C12CCC(C)(c3nc4cc(C)c(C)cc4nc31)C2(C)C (stereo not given)	-3	x	1	8	-0.2	-3	-1.5	5	9
Cn1cccc1/C=N\NC(=O)C1COc2ccc(C(C)(C)C)cc2O1 (stereo not given)	3	6	-2	0	0.1	-2	4.9	1	24
O=C(Nc1ccc2c(c1)OCCO2)C1CCCN1C(=O)Nc1ccc(F)cc1 (stereo not given)	0	3	2	-7	0.0	11	0.6	0	0

The list itself (from the top)
SMILES	PP1 counter	GASC-1 inh	core dimer inh	TPT1 inhibitor	Efflux pump inh	LYPLA2 counter	PP5 primary	Fh CTSL1 inh	PREPL inh
COc1ccc(/C=N/NC(=O)c2ccccc2Cl)cc1CSc1nc2ccccc2s1	2	-7	8	-1	0.1	-15	2.0	-1	-22
CCCNC(=O)C12CCC(C)(c3nc4cc(C)c(C)cc4nc31)C2(C)C (stereo not given)	-3	x	1	8	-0.2	-3	-1.5	5	9
Cn1cccc1/C=N\NC(=O)C1COc2ccc(C(C)(C)C)cc2O1 (stereo not given)	3	6	-2	0	0.1	-2	4.9	1	24
O=C(Nc1ccc2c(c1)OCCO2)C1CCCN1C(=O)Nc1ccc(F)cc1 (stereo not given)	0	3	2	-7	0.0	11	0.6	0	0
CCn1c2ccccc2c2cc(NC(=O)CC(C)=O)ccc21	-1	-4	-8	6	-0.1	-4	-0.4	2	7
COCCNC(=O)c1ccccc1NC(=O)c1ccccc1N(C)S(=O)(=O)c1ccc(C)cc1	-1	1	1	0	0.0	-2	-1.2	2	-3
COc1ccc2c(CC(=O)NCc3ccc4c(c3)OCO4)coc2c1	-1	-1	20	-1	0.0	-2	0.6	12	-4
CCCCC1CCC(C(=O)NCc2ccc3c(c2)OCO3)CC1 (stereo not given)	-1	2	1	3	-0.1	-1	-0.7	-2	3
O=C(CCc1nnc2ccc(NCc3ccccc3Cl)nn12)NCC1CCN(C2CCCC2)C1 (stereo not given)	5	-2	-1	0	0.0	11	-1.2	2	29
CCN(CC)CCNC(=O)C(=O)Nc1ccc(C(=O)OC)cc1	-3	12	-2	-5	0.0	3	-0.2	0	10
COc1ccc(/C=N\NC(=O)c2cccc([N+](=O)[O-])c2)cc1Cn1cc([N+](=O)[O-])cn1	1	0	10	0	0.0	-5	1.2	2	-6
COc1ccccc1/C=C/C=N/n1c(COc2ccccc2)n[nH]c1=S	4	0	4	-3	0.1	2	2.5	3	-2
N#CC12CCCCC1CC1CCCCC1(C#N)N2CCO (stereo not given)	-3	0	-11	-5	0.3	-5	2.5	-2	5
Cc1ccc(NC(=O)CN(C)Cc2c(O)ccc3ccccc23)cc1	-4	-2	1	-4	0.0	10	-1.1	6	7
Cc1ccc(-c2cc3nc(-c4ccccc4)cc(N4CCC5(CC4)OCCO5)n3n2)cc1	0	-6	2	15	0.1	-6	1.7	5	6
O=C(Nc1ccccc1C(=O)Nc1ccccc1)c1ccccc1F	2	8	0	2	0.1	-3	1.6	9	-23
COc1ccc2c(CC(=O)N3CCN(S(=O)(=O)c4ccc(F)cc4)CC3)coc2c1	9	-7	x	x	0.1	-9	1.5	x	-11
CNc1cc(N2CCCCCC2)ccc1[N+](=O)[O-]	-3	-6	-6	-1	-0.1	5	-2.0	4	-2
CCOC(=O)c1c(CN2CCN(C)CC2)oc2ccc(O)cc12	-1	-2	-1	-1	0.1	1	1.6	1	-6
CN(C)C(=O)N1CCN(C(=O)c2ccco2)CC1	-3	-20	3	1	0.1	-3	4.5	0	-9
CN(c1ccc(F)cc1)S(=O)(=O)c1ccc(Cl)c(C(=O)Nc2ccncc2)c1	-2	0	1	2	0.1	11	1.0	1	0
CC(C)c1ccc(S(=O)(=O)N2CCN(CC(=O)Nc3ccc4c(c3)OCO4)CC2)cc1	10	-3	18	-3	0.1	0	3.6	-1	1
CCOC(=O)N1CCN(C2OC(=O)c3ccccc32)CC1 (stereo not given)	-6	1	-6	2	0.0	0	2.1	-3	0
CCC(=O)N1CCN=C1SCc1ccccc1Cl	-1	-15	6	-2	0.1	-6	-0.5	3	-2
N#CC1=C(S)N(c2ccccc2)C2(CCCCC2)NC1=O	1	-3	-3	1	0.0	-3	2.3	-4	-3
(continued)
SMILES	PP1 counter	GASC-1 inh	core dimer inh	TPT1 inhibitor	Efflux pump inh	LYPLA2 counter	PP5 primary	Fh CTSL1 inh	PREPL inh
O=C1NC(c2ccccc2)C(C(=O)c2cccs2)=C1O (stereo not given)	5	-1	1	-4	-0.2	-3	-0.9	0	-3
CCN(CC(=O)NC1CCS(=O)(=O)C1)C(=O)/C=C/c1cccs1 (stereo not given)	-3	18	-3	-4	-0.1	-4	0.1	-1	0
CC1=NN(C(=O)c2ccc(C)cc2)C(O)(C(F)(F)OC(F)(F)F)C1 (stereo not given)	-2	-49	-3	1	0.0	4	1.6	2	10
O=C(NCc1ccco1)c1sc2cccc(F)c2c1Cl	1	-10	4	1	0.0	-2	1.1	2	2
Cc1ccc(OCC(=O)Nc2ccc3c(c2)C(=O)NC3=O)c(C)c1	-2	-8	3	-1	-1.5	5	0.4	-3	-7
O=C(CCSCc1ccccc1Cl)NCc1ccco1	1	3	-10	0	-0.1	2	0.8	-2	-2
COc1ccc(CC(=O)Nc2ccc3c(c2)CCC3)cc1OC	-4	2	-4	-5	-0.1	4	1.5	-4	7
COc1ccc2nc(NC(=O)c3cc(S(=O)(=O)N4CCOCC4)ccc3C)sc2c1	-3	-1	8	-1	0.0	5	1.6	4	3
Cc1c(Cl)cccc1NC(=S)NC(=O)c1cncc(Br)c1	2	12	0	1	0.1	-4	1.2	4	13
O=C(NCCc1ccccc1)C1CCN(S(=O)(=O)c2cccc3nonc23)CC1	-1	7	-4	1	0.3	-6	1.0	0	7
COC(=O)c1c(N)c(C#N)c2n1CCCCC2	-1	-9	1	0	0.0	-4	-1.0	2	-4
N#C/C=C1/NC(=O)c2ccccc2S1	-1	-8	-2	6	0.0	2	0.3	1	12
O=CC1=C(N2CCOCC2)/C(=C\c2ccccc2)CC1	-2	-1	-2	-3	0.1	8	-1.7	-2	0
O=C(COc1ccccc1)N1CCN(c2ccccc2)CC1	-4	14	0	2	0.1	5	0.0	2	10
CC(NCc1cccs1)C(=O)Nc1cc(Cl)cc(Cl)c1 (stereo not given)	1	-10	-17	-3	-0.3	-3	3.3	1	12
CN1CCN(c2ccc(S(=O)(=O)N3CCCCC3)cc2NC(=O)c2ccc3ccccc3c2)CC1	-1	4	3	7	0.0	-5	-3.2	1	8
COc1ccc(-c2cc(C(F)(F)F)n3ncc(C(=O)NCc4ccco4)c3n2)cc1	4	2	27	4	0.1	-7	-0.8	1	-4
O=C(OCn1nnc2ccccc2c1=O)C1CCCCC1	-2	7	0	-3	0.1	9	-1.2	-1	-3
Cc1ccc([N+](=O)[O-])cc1NC(=O)CN(C)CCOc1ccccc1	3	-4	8	-2	-2.2	-1	-0.7	0	21
Cc1ccc(CN(C(=O)c2csnn2)C(C(=O)NC2CCCC2)c2cccnc2)cc1 (stereo not given)	1	-4	-1	-2	0.3	0	0.9	1	-3
CC(OC(=O)C1CC(=O)N(Cc2ccco2)C1)C(=O)Nc1ccc(F)cc1Cl (stereo not given)	-8	24	x	x	-0.1	3	-2.3	x	2
CCC(C)n1c(-c2cc(OC)c(OC)c(OC)c2)nc2nc3ccccc3nc21 (stereo not given)	3	-2	-3	-2	0.3	4	1.6	9	22
O=C1NC(=O)C(c2ccccc2)(c2ccc(O)cc2)N1 (stereo not given)	-5	-1	x	x	-0.1	0	-0.1	x	0
Cc1ccc(NC(=S)N2CCn3cccc3C2c2cccnc2)cc1 (stereo not given)	3	-1	-9	-3	-0.3	2	1.7	-6	14
CC1(c2ccc3noc(-c4ccc(F)cc4)c3c2)OCCO1	2	2	-4	-61	-0.1	-6	2.4	2	-6
Next section:
SMILES	PP1 counter	GASC-1 inh	core dimer inh	TPT1 inhibitor	Efflux pump inh	LYPLA2 counter	PP5 primary	Fh CTSL1 inh	PREPL inh
Cc1nnc(SCC(=O)NC2CCCc3c2cnn3-c2ccc(F)cc2F)o1 (stereo not given)	-1	12	8	7	0.1	-1	0.9	0	1
COc1ccc(C(NC(=O)C(C)C)c2c(O)ccc3ccccc23)cc1 (stereo not given)	-5	10	-3	0	-0.1	-2	4.5	1	12
CC(=O)Nc1ccc(S(=O)(=O)NCCC(=O)OCCN2C(=O)c3ccccc3C2=O)cc1	-1	9	-3	0	0.2	0	0.5	0	1
CCOC(=O)N1CCN(C(=O)c2ccc3c(Cl)c4c(nc3c2)CCCC4)CC1	0	-1	6	-5	0.2	1	0.4	5	-2
Cn1nnnc1-c1cc(Cl)cc(Cl)c1	-3	23	-2	-8	0.1	2	1.1	0	-2
Cc1nc2nc(-c3ccc(Cl)cc3)[nH]n2c(=O)c1Cc1ccccc1	1	6	4	-3	0.2	3	2.0	0	7
O=c1c(C=NCc2ccccc2)c(NCc2ccccc2)nc2ccccn12	-2	0	6	0	0.2	2	-1.3	-1	3
CCOc1ccc(CCNC(=O)COC(=O)c2cc(OC)c(OC)cc2[N+](=O)[O-])cc1OCC	-4	41	-4	2	0.0	3	0.8	5	2
CC1CCN(C(=S)c2ccccc2O)CC1	-6	1	-1	-4	0.0	6	2.1	-2	-3
NC(=O)COC(=O)c1ccc(S(=O)(=O)N2CCCCCC2)cc1	-1	-22	1	4	0.3	3	2.5	-5	-20
CSc1cccc(N2CC(C(=O)Nc3cccc(S(=O)(=O)N4CCCC4)c3)CC2=O)c1 (stereo not given)	1	-5	0	-3	-0.1	-7	1.4	-1	1
C=C(C)COc1ccc(-c2[nH]ncc2Oc2ccccc2OCC)c(O)c1	3	-9	0	-3	0.2	2	3.1	0	2
COc1ccc(N(C(=O)c2snc(C(N)=O)c2N)C(C(=O)NCC2CCCO2)c2ccc(C)o2)cc1OC (stereo not given)	-2	6	1	2	-0.1	1	1.0	3	6
CCC1Oc2ccc(C)cc2N(CC(=O)NCc2ccco2)C1=O (stereo not given)	-1	-8	-4	3	0.2	-5	-2.2	2	9
Cc1ccc(-c2nc(Nc3ccccc3)n[nH]2)cc1	1	x	-6	-1	0.0	-3	1.6	0	23
CSc1ccccc1NC(=O)c1cc(-c2ccco2)on1	-2	-32	12	1	0.4	-2	1.4	7	6
CCN(CC)S(=O)(=O)c1ccc(N2CCOCC2)c(NC(=O)C2=COCCO2)c1	-1	2	-1	0	0.1	-3	-0.5	-10	13
COc1ccc(CCN(C)C(=O)c2cnc(C)cn2)cc1OC	-2	8	-2	1	-0.1	6	-1.2	1	-3
CCC1(c2ccccc2)NC(=O)N(CC(=O)NCc2ccccc2OC)C1=O (stereo not given)	8	10	4	2	0.1	1	-6.6	-1	-10
COc1ccc(-c2noc(N3CCC(C(=O)NC(C)c4ccccc4)CC3)n2)cc1 (stereo not given)	-4	-2	11	0	0.0	10	-1.9	1	-6
Cc1ccc(-n2c(C)cc(C(=O)CN3CCOCC3)c2C)cc1C	2	2	3	-1	-0.1	6	-3.2	-1	1
COc1ccc(CCNC(=O)CN2C(=O)COc3ccc(S(=O)(=O)N4CCCC4)cc32)c(OC)c1	4	6	-3	-2	0.2	3	-2.2	-8	16
CC1CCCC(NC(=O)COC(=O)c2ccc3ncsc3c2)C1C (stereo not given)	-2	12	x	x	-0.1	1	3.3	x	9
